From PubChem
RORgamma inh: ROR gamma (mouse) transcription inhibition; 5.4% of 310,000 active; P51450; Drosophila S2 Gal4-RORgamma UAS-luciferase reporter, 20 h; Potency, µM (highest dose often 53.6 µM), without a hit: top-dose activity change, negative = inhibition, usual class: inhibitors; AID 2551; further: potency means the concentration at half of the fitted maximal effect; on the % scale 0 is the no-effect control and ±100 the full control effect; nearly all actives have a fitted effect of over 60% in size
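Luminescence from a UAS-regulated Photinus luciferase reporter in stably transfected Drosophila Schneider cells is measured; decreased signal marks ROR gamma inhibition. Fusion expression is induced by 700 uM copper sulfate for 20 hr.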
Gal4-VP16 FLuc: counter-screen for ROR gamma inhibitors: Gal4-VP16 reporter | Drosophila S2 Gal4-VP16 UAS-luciferase, luminescence, 20 h | Potency, µM (series often up to 53.6 µM), for the others: at the highest dose activity, negative = inhibition, most hits filed as inhibitors | 3.5% of 310,000 active | AID 2546;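 further: Gal4-VP16 expression switched on by copper sulfate through the metallothionein promoter; potency means the concentration at half of the fitted maximal effect; on the % scale 0 is the no-effect control and ±100 the full control effect; nearly all actives have a fitted effect of over 50% in size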
BRCA1 expr act: increases BRCA1 expression; AID 624202; 1.1% of 380,000 active; Potency, µM (series often up to 46.1 µM), for inactives: at the top dose activation, usual class: activators; MCF7-BRCA1-FFLuc reporter, luminescence, 48 h; response scale: scaled: vehicle 0%, 10 µM genistein 100%; further: potency means the concentration at half of the fitted maximal effect; nearly all actives have a fitted effect of over 80% in size; some results filed as inactive show a strong effect at the top dose
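Using MCF7 cells harboring a BRCA1 firefly luciferase reporter, plated 2 h before compound pinning, the screen measured luminescence after 48 h incubation. Responses were normalized to DMSO and 10 microM genistein, then fitted for concentration-effect.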
NPC1 prom act: activators of NPC1 promoter; Potency, µM (top dose mostly 9.22 µM), without a hit: at the top dose activation, hits mostly activators; Huh7 NPC1 promoter luciferase reporter, 24 h; 2.4% of 320,000 active;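 further: potency means the concentration at half of the fitted maximal effect; % of control where 0% means no effect; nearly all actives have a fitted effect of over 60% in size; reporter is driven by a mutant NPC1 promoter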
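Luciferase expression driven by the NPC1 promoter was measured in stably transfected Huh7 cells after a 24 h compound incubation, using a luciferase reagent and a luminescence read.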
Rab9 prom act: activates the Rab9 promoter | Huh7 Rab9 promoter-luciferase reporter, luminescence, 24 h | Potency, µM (doses to about 9.22 µM), without a hit: at the top dose activation, negative = inhibition, most hits filed as activators | 2.8% of 320,000 active | AID 485297; further: potency means the concentration at half of the fitted maximal effect; % of control where 0% means no effect; nearly all actives have a fitted effect of over 60% in size
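Measured in stably transfected Huh7 cells bearing a Rab9 promoter–luciferase construct: 24 h compound treatment at 37 °C, followed by luminescence detection.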
ELG1 genotox: induces genotoxicity in HEK293T cells with luciferase-tagged ELG1. 1.3% of 330,000 active. Potency, µM (highest dose often 46 µM), inactives show top-dose activity change, positive = activation, most hits filed as activators. HEK293T ELG1-luciferase reporter, luminescence, 16 h; further: potency means the concentration at half of the fitted maximal effect; % of control where 0% means no effect; nearly all actives have a fitted effect of over 60% in size
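Genotoxic stress is detected as increased luminescence from luciferase-tagged ELG1 in HEK293T cells, measured with ONE-Glo after a 16 hr treatment at 37 °C.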
p53 reactivator: mutant p53 re-activation in reporter cells; H1299 p53-A138V BP100-luciferase reporter, luminescence, 24 h; Potency, µM (series often up to 92.2 µM), for the others: at the highest dose activity change, positive = activation, usual class: activators; 0.063% of 320,000 active; further: potency means the concentration at half of the fitted maximal effect; % of control where 0% means no effect; nearly all actives have a fitted effect of over 45% in size
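p53-null H1299 cells stably carrying temperature-sensitive p53-A138V and a BP100-luciferase reporter were pinned with compounds (4-point, 1:5 series) and held 24 hrs at 37 deg C. Luminescence was read 10 min after detection reagent.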
ELG1 repair inh: inhibitors of ELG1-dependent DNA repair in HEK293T cells. HEK293T ELG1-luciferase reporter, luminescence, 16 h; DNA damage induced by 5-fluorouridine. Potency, µM (highest dose often 46.1 µM), inactives show at the highest dose activity change, negative = inhibition, usual class: inhibitors. 2.3% of 330,000 active. AID 504467; further: potency means the concentration at half of the fitted maximal effect; on the % scale 0 is the no-effect control and ±100 the full control effect; nearly all actives have a fitted effect of over 55% in size
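In this reporter screen, reduction of luminescence relative to DMSO vehicle indicated activity. Compounds and 5-fluorouridine were added together to 2,000 cells per well, incubated for 16 hr at 37 °C, then developed with ONE-Glo.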
Tb PFK inh: T. brucei PFK enzyme inhibition | O15648 | T. brucei PFK, ADP-Glo luminescence | Potency, µM (titrated, usually from 57.5 µM), without a hit: at the highest dose activity, negative = inhibition, hits mostly inhibitors | 0.17% of 330,000 active;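 further: potency means the concentration at half of the fitted maximal effect; 0% = uninhibited 1x PFK enzyme wells and -100% = no-enzyme wells; nearly all actives have a fitted effect of over 60% in size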
Target sequence (O15648 whole entry, looked up): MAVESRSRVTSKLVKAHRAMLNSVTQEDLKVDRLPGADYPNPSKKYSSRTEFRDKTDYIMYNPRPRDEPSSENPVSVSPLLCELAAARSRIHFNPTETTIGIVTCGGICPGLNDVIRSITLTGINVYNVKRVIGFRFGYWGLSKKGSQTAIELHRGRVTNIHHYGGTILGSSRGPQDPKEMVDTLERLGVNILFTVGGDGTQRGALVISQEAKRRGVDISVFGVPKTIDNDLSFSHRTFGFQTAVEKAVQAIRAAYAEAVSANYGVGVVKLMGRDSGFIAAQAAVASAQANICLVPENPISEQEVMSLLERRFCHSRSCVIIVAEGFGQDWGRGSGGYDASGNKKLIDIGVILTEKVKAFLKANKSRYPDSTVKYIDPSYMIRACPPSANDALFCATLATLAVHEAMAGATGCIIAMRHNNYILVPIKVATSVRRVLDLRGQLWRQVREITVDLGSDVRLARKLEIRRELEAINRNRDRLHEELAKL
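ADP-Glo luminescence quantified ADP after 45 min at room temperature, with 1.25 nM T. brucei PFK, 0.1 mM ATP and 0.5 mM fructose-6-phosphate in pH 8.0 TEA buffer. qHTS titrations up to 57 µM; curves classified by quality.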
FLuc counter: inhibits or activates purified firefly luciferase, miR-21 counter-screen | Potency, µM (titrated, usually from 57.5 µM), for inactives: top-dose activity change, negative = inhibition, most hits filed as inhibitors | 6.9% of 360,000 active | AID 588342 | P08659 | purified FLuc, Km substrates, luminescence inhibition;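 further: potency means the concentration at half of the fitted maximal effect; plate controls were vehicle for no effect and reference inhibitor for full effect; nearly all actives have a fitted effect of over 55% in size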
Target sequence (P08659 whole entry, looked up): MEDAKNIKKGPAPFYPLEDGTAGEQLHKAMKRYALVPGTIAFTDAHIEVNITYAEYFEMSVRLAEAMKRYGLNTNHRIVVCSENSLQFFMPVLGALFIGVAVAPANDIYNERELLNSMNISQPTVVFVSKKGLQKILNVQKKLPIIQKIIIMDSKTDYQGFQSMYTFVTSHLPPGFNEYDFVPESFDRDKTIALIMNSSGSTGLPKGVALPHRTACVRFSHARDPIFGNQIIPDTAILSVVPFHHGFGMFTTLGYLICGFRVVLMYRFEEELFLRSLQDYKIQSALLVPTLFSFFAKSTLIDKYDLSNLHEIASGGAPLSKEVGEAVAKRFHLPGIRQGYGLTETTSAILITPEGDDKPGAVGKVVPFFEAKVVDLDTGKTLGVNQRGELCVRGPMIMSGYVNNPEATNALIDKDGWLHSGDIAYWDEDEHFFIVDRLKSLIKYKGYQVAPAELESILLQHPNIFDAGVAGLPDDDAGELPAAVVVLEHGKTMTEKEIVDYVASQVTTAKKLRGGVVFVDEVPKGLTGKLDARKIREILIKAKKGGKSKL
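Purified P. pyralis luciferase, 10 nM final, with Km-level 10 uM D-luciferin and 10 uM ATP in 50 mM Tris acetate pH 7.5, 10 mM Mg acetate, 0.01% Tween-20, 0.05% BSA; 6-point qHTS titration about 60 µM downward; luminescence read.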
TRPV1 ag: activates the human vanilloid receptor TRPV1 | 0.19% of 320,000 active | Q8NER1 | TRPV1-expressing cells, Fluo-8 calcium influx, agonist mode | activation, % at 8.33 µM; in the data active means activation above about 80%; inconclusive means between about 30% and that limit; further: 0% is about no effect
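Cells expressing TRPV1 were dye-loaded with Fluo-8 and read kinetically: 10 s baseline, 3 min after compound (agonist portion), then 2 min after EC20 capsaicin (allosteric enhancer portion). Calcium-bound dye fluorescence at 480/520 nm.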
The depositor's hits bear a star; ? = inconclusive; nt = not tested or not shown; [ ] = remark or other dose. Unless noted, the call rests on the fitted dose curve; in most records, active means well fitted curve in the direction sought with a large enough effect; inconclusive means small, poorly fitted or top-dose-only effect, or another doubt; inactive means no such curve, though single readings can be large; an effect the other way counts as inactive or inconclusive.

SMILES | RORgamma inh | Gal4-VP16 FLuc | BRCA1 expr act | NPC1 prom act | Rab9 prom act | ELG1 genotox | p53 reactivator | ELG1 repair inh | Tb PFK inh | FLuc counter | TRPV1 ag
CCc1nnc(NC(=O)CSc2nnc(COc3ccc(C#N)cc3)n2-c2ccccc2)s1 | 2% | 0% | 1% | 0% | 9% | -7% | -6% | 0% | 1% | 5% | -1
O=C(CSc1oc(-c2ccc(F)cc2)nc1S(=O)(=O)c1ccc(F)cc1)NCC1CCCO1 (centres undefined) | 11% | -2% | -6% | 2% | -2% | 1% | -5% | -1% | -6% | -2% | 3
CC(C)N(C(=O)[C@H]1C[C@H](CC(=O)NCc2ccco2)C(=O)N2CCc3c([nH]c4ccc(Cl)cc34)[C@]12C)C(C)C | nt | nt | -65% | nt | nt | -10% | -8% | ? | -10% | nt | nt
CCOC(=O)C1CCN(C(=O)C2CCN(S(=O)(=O)N3CCC4(CC3)OCCO4)CC2)CC1 | -12% | 0% | 5% | 3% | 3% | 1% | 4% | 17% | 0% | 1% | -1
Cc1ccc(SC(CC(=O)c2ccc(F)cc2)C(=O)O)cc1 (centres undefined) | ? | -72% | -22% | 0% | -4% | -20% | ? | -11% | ? | -2% | -8
CS(=O)(=O)N1CCN(c2ccccc2F)CC1 | 0% | 14% | -30% | nt | nt | nt | nt | nt | nt | -3% | 3
CCN(CC)CCn1c(=S)[nH]c2cc(C(=O)NCc3ccccc3Cl)ccc2c1=O | -14% | -4% | -6% | -7% | 0% | 1% | 9% | 17% | -2% | 1% | 2
Cc1c(Cc2ccccc2)c(=O)oc2c(O)c(O)ccc12 | -7% | -2% | -35% | -20% | -25% | 0% | -2% | -14% | -2% | -12% | -1
Cc1ccc(S(=O)(=O)NCCC(=O)N2CCN(c3ccccc3)CC2)cc1C | nt | nt | -7% | nt | nt | -3% | nt | ? | 0% | nt | nt
COc1cc(C(=O)NC(=S)Nc2ccccc2N2CCOCC2)cc(OC)c1OC | -16% | -13% | -42% | -14% | 2% | -8% | -6% | -4% | -9% | ? | -3
Cc1cccc(C(=O)NC(C(=O)Nc2cccc(S(=O)(=O)N3CCCC3)c2)C(C)C)c1 (centres undefined) | nt | nt | -20% | -1% | -1% | -2% | -3% | -1% | -8% | 2% | 1
O=C(O)c1ccc2c(=O)n3cc(C(=O)c4ccccc4O)cc(Cl)c3nc2c1 | 5% | -1% | -42% | -4% | -5% | -9% | 6% | ? | 3% | -16% | 0
Cc1c(Cl)cccc1NC(=O)c1ccco1 | -14%[1.91 µM] | ? | 17% | -4% | 14% | 7% | nt | 11% | -7% | 3% | 1
CCC(C)NC(=O)C1(O)c2cc(Br)ccc2NC(=O)N1c1cccc(OC)c1 (centres undefined) | ? | 6% | -3% | -2% | -4% | -3% | 7% | 5% | 1% | -1% | -2
COC(=O)c1ccccc1NC(=O)CNC(=O)c1ccc(OC)cc1 | ? | 2% | 0% | -4% | -5% | 5% | -2% | 13% | 4% | -1% | -2
Cc1ccc(C2(C)NC(=O)N(CC(=O)N3CCN(C(=O)c4cccs4)CC3)C2=O)cc1 (centres undefined) | nt | nt | 4% | 0% | -1% | 1% | -10% | 11% | -27% | -6% | -2
COc1ccc(/C=C(\NC(=O)c2ccc(OC)c(OC)c2)C(=O)N2CCN(C)CC2)cc1 | -1% | 0% | 2% | 1% | 1% | 2% | -3% | 6% | 4% | 3% | -1
Cc1c(C)c2c(c(C)c1O)CCC(C)(C(=O)O)O2 (centres undefined) | nt | nt | 0% | 2% | 5% | -8% | 6% | 6% | 14% | -16% | 3
CC1C(C#N)=C(N)OC2=C1C(=O)CC(c1ccccc1)C2 (centres undefined) | 0% | -17% | 6% | -2% | 3% | 7% | 5% | -1% | -1% | 2% | 4
COc1ccc(/C=C/C(=O)NCCSCc2ccco2)cc1OC | 9% | -17% | -17% | -5% | -2% | 0% | -4% | -12% | 1% | 1% | 1
COc1ccc(CN2CCNC(=O)C2CC(=O)NCCc2cnccn2)cc1C (centres undefined) | nt | nt | -26% | -3% | -5% | 6% | nt | 2% | -6% | 4% | 4
Cc1ccc(/C=C/C(=O)Nc2ccncc2)o1 | 16% | ? | 20% | 4% | 2% | 3% | 13% | 12% | -26% | 17µM* | ?
Cc1ccccc1OCC(=O)N(Cc1cccc(F)c1)C1CCS(=O)(=O)C1 (centres undefined) | 17% | 16% | -4% | -4% | -1% | 1% | 1% | 11% | 0% | -1% | 0
COc1ccc(S(=O)(=O)NC(C)C(=O)NCc2cccnc2)cc1C (centres undefined) | nt | nt | -16% | 2% | -3% | -2% | 1% | 0% | -12% | 1% | 5
COCCCNCCOCCOc1ccc(C)cc1Br | -37% | -6% | 0% | 3% | 3% | -1% | -33%[inhibitor] | -1% | -14% | 1% | -2
Cc1cccc(OCC(=O)N2CCC(N3CCOCC3)CC2)c1 | -11% | -6% | -6% | 1% | 12% | 1% | 3% | 8% | 3% | 0% | 1
O=C(c1cc(-c2ccc(Br)cc2)n[nH]1)N1CCN(C(=O)c2ccccc2Br)CC1 | 21% | -9% | -47% | 2% | 0% | -1%[9.26 µM] | -6% | ? | 4% | -19% | 13
Cc1cccc(OCC(=O)OC(C)CN2CCCCC2)c1 (centres undefined) | -9% | 0% | -3% | -1% | -1% | 0% | 10% | 2% | -2% | 5% | -1
CCN(CCO)c1ccc(-n2c(N)c(C(=O)OC)c3nc4ccccc4nc32)cc1 | -32% | 0% | -8% | -1% | -2% | -2% | -7% | ? | -4% | -1% | 1
Cc1ccc(Cn2c(C)nc3ccc([N+](=O)[O-])cc3c2=O)cc1 | ? | -12% | -31% | -8% | -3% | -5% | 17% | ? | 1% | 1% | 0

Entries above that have a cyano group (two):
SMILES | RORgamma inh | Gal4-VP16 FLuc | BRCA1 expr act | NPC1 prom act | Rab9 prom act | ELG1 genotox | p53 reactivator | ELG1 repair inh | Tb PFK inh | FLuc counter | TRPV1 ag
CCc1nnc(NC(=O)CSc2nnc(COc3ccc(C#N)cc3)n2-c2ccccc2)s1 | 2% | 0% | 1% | 0% | 9% | -7% | -6% | 0% | 1% | 5% | -1
CC1C(C#N)=C(N)OC2=C1C(=O)CC(c1ccccc1)C2 (centres undefined) | 0% | -17% | 6% | -2% | 3% | 7% | 5% | -1% | -1% | 2% | 4

The listing continues.
SMILES | RORgamma inh | Gal4-VP16 FLuc | BRCA1 expr act | NPC1 prom act | Rab9 prom act | ELG1 genotox | p53 reactivator | ELG1 repair inh | Tb PFK inh | FLuc counter | TRPV1 ag
COc1ccc(C2CC(c3ccccc3O)=NN2C(=O)c2ccccc2)cc1OC (centres undefined) | 9% | 3% | -5% | -2% | -1%[1.84 µM] | 2% | -8% | -29% | 11% | -1% | 2
CCOc1ccc(NC(=O)C(C)O)c(NS(=O)(=O)c2ccc(CCNC(C)=O)cc2)c1 (centres undefined) | -14% | -7% | 0% | 0% | 4% | -1% | 3% | 9% | -3% | 10% | 2
O=C(O)CCCC(=O)OCCCCc1cccs1 | 41% | 2% | 5% | ? | 1% | 0% | 1% | -3% | -3% | 0% | -4
COc1ccc(CN(C)C(=O)c2[nH]c(C)c(C(C)=O)c2C)c(OC)c1OC | 23% | 4% | -32% | -1% | 1% | -10% | 0% | 5% | -1% | -2% | 3
COc1ccc2cc(C(c3nnnn3Cc3ccc(F)cc3)N3CCCCCC3)c(=O)[nH]c2c1 (centres undefined) | -15% | -14% | 0% | 11% | -2% | -8% | 17% | ? | -12% | -8% | -2
COc1ccccc1S(=O)(=O)CC(O)COc1ccccc1Cl (centres undefined) | 7% | -3% | -1% | 0% | -1% | -15% | -25% | -18% | 0% | -3% | -1
Cc1cc(NC(=O)CSc2nnc(COc3cccc(C)c3C)n2C)no1 | -3% | -6% | 2% | 1% | -2% | -1% | 6% | 5% | -5% | 1% | 10
C/C=C/c1ccc(OCC(=O)N(CCOC)c2c(N)n(CCCC)c(=O)[nH]c2=O)c(OC)c1 | nt | nt | -10% | -1% | -5% | 1% | -7% | -16% | 22% | -4% | -5
COc1ccc(Nc2nc(Cl)nc(Nc3ccc(OC)cc3)n2)cc1 | -21% | ? | 0% | 0% | 2% | -14% | 2% | -1% | -3% | 5% | -5
O=C(N/N=C/c1cc(Br)c(O)c(Br)c1)c1cccnc1 | 1% | -4% | -6% | 0% | 1% | -1% | -2% | -3% | -1% | -14% | 2
O=C(N/N=C/c1cn(Cc2ccccc2)c2ccccc12)c1cccnc1 | 7.1µM* | 8.9µM* | -46% | -1% | -9% | ? | 0% | 17% | -7% | ? | 4
COc1ccc(CNc2ccc(-c3ccccc3OC)nn2)cc1 | 35% | 6% | 62% | 11% | 3% | 1% | -7% | 9% | -5% | -16% | 6
CCCOc1ccc(N2C(=O)CC(N3CCN(c4nc5ccccc5s4)CC3)C2=O)cc1 (centres undefined) | -2% | 7% | -2% | 1% | 0% | 4% | 5% | ? | 4% | 0% | -4
